TGFb inhibitor: qHTS for Inhibitors of TGF-b. HepG2 CAGA-GFP TGF-b/SMAD3 reporter, GFP fluorescence, 18 h; TGF-beta stimulated, 500 pg/mL final. Potency, µM (highest dose often 46.1 µM), for inactives: at the top dose activity, negative = inhibition, actives largely listed as inhibitors. hit rate 1.2% among 410,000. AID 588855, 2011; further: potency means the concentration at half of the fitted maximal effect; on the % scale 0 is the no-effect control and ±100 the full control effect; nearly all actives have a fitted effect of over 65% in size
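Read-out: total well GFP (ex488/em500-530) summed from mean per-cell fluorescence. Cells: HEPG2 CAGA-GFP, 1% FBS DMEM, 18 h at 37 degrees C with 500 pg/mL final TGF-beta. Unstimulated wells served as the full-inhibition control; stimulated DMSO wells = 0%.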
EPAC2 agonist: qHTS for Agonist of cAMP-regulated guanine nucleotide exchange factor 4 (EPAC2): primary screen; Rap guanine nucleotide exchange factor 4 (Homo sapiens), Q8WZA2; EPAC2 activation, biochemical qHTS; response scale: 100% = 6.5 mM cAMP response; Potency, µM (highest dose often 154 µM), without a hit: at the highest dose activation, actives largely listed as activators; hit rate 0.079% among 360,000; further: potency means the concentration at half of the fitted maximal effect; nearly all actives have a fitted effect of over 50% in size
Target sequence (Q8WZA2 whole entry, looked up): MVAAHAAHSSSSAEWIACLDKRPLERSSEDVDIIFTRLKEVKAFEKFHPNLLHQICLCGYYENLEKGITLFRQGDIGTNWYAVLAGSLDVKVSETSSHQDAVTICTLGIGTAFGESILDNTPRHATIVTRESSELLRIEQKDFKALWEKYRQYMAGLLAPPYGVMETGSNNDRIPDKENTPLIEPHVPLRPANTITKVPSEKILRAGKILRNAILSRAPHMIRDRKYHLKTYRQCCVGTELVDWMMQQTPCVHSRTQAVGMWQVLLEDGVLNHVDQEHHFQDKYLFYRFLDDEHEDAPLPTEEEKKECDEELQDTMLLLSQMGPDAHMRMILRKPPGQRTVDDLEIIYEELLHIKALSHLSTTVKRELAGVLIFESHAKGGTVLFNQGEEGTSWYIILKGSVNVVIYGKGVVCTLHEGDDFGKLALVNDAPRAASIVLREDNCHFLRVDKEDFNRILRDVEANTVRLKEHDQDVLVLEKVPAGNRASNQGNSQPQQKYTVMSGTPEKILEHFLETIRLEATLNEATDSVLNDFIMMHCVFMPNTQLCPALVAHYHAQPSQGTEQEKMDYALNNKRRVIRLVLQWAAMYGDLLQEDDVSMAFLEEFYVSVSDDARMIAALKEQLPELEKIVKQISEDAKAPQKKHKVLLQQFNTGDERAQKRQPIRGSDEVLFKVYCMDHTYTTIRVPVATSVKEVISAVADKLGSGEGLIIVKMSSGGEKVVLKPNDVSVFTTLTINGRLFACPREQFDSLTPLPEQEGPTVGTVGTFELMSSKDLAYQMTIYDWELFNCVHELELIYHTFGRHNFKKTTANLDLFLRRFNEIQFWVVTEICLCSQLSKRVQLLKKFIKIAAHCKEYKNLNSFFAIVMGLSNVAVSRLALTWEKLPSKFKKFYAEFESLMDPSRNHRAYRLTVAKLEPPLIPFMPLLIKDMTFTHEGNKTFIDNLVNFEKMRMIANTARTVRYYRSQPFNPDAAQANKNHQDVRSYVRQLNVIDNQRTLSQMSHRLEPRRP
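Each well held 100 nM EPAC2, 250 nM RAP1B-BODIPY-GDP and 50 uM GDP. Fluorescence, read at 5-min intervals to 30 min, was referenced to a 6.5 mM cAMP positive control.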
A549 tox: Nrf2 qHTS screen for inhibitors: counterscreen for cytotoxicity; Potency, µM (doses to about 46 µM), for the others: at the highest dose activity change, negative = cytotoxicity, most hits filed as inhibitors; hit rate 0.16% among 390,000; A549 ARE-Fluc cells, CellTiter-Fluor viability, 18-24 h; further: potency means the concentration at half of the fitted maximal effect; on the % scale 0 is the no-effect control and ±100 the full control effect
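Cytotoxicity counterscreen: CellTiter-Fluor fluorescence was measured in A549 ARE_Fluc cells after 18-24 h of compound exposure in a concentration series. The subsequent BugLite luminescent read reports ARE-luciferase activity.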
HepG2 viability: qHTS for Inhibitors of TGF-b: Cytotox Counterscreen; Potency, µM (series often up to 46.1 µM), for the others: top-dose activity change, negative = cytotoxicity, most hits filed as cytotoxic; hit rate 0.76% among 410,000; HepG2 CAGA-GFP viability, ATP luminescence, 18 h; AID 588856, 2011; further: potency means the concentration at half of the fitted maximal effect; some results filed as inactive show a strong effect at the top dose
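HepG2 CAGA-GFP cells (1000/well, DMEM with 1% FBS) received compound, then TGF-beta at 500 pg/mL final, and were incubated 18 hours at 37 degrees C. Viability was read by CellTiter-Glo luminescence. Media-only wells were set as complete cell-killing and DMSO as no toxicity.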
S2 tox: Viability Counterscreen for Primary qHTS for Inhibitors of ATXN expression; S2 cells (HEK-293 line with an ATXN2-luciferase reporter) viability, CellTiter-Fluor protease fluorescence, 24 h; hit rate 0.49% among 400,000; Potency, µM (top dose mostly 56.7 µM), usual class: cytotoxic; AID 651635, 2014; further: potency means the concentration at half of the fitted maximal effect; nearly all actives have a fitted effect of over 40% in size
Nrf2 activator: qHTS of Nrf2 Activators. hit rate 0.31% among 410,000. AREc32 ARE-luciferase reporter (MCF7-derived line), luminescence, 24 h. Potency, µM (doses to about 46.1 µM), for inactives: at the top dose activation, actives largely listed as activators; further: potency means the concentration at half of the fitted maximal effect; % of control where 0% means no effect; nearly all actives have a fitted effect of over 65% in size
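Cells of the AREc32 ARE-luciferase line are plated in OPTI-MEM containing 5% FBS and left overnight at 37 deg C. Compounds are pinned in, incubation continues 24 hr, and firefly luciferase signal is then measured.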
IL2 activator: qHTS of IL-2 Activators | AID 652025, 2013 | activation, % (series mostly up to about 46 µM) | hit rate 0.065% among 360,000 | IL-2 activation reporter assay, cell-based qHTS; stimulated with anti-CD3/CD4/CD28 beads; in transgenic mouse T cells; in the data active means activation above about 50%; inconclusive means mostly about 30% to 49%; further: 0% is about no effect
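Unstimulated transgenic mouse T cells; 60-min compound exposure; bead-based TCR/CD4/CD28 stimulation; 18 h culture, 37 degrees C; dual fluorescence (EGFP, DsRed) plate cytometry.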
ATXN2 expr inh: Primary qHTS for Inhibitors of ATXN expression | HEK-293 ATXN2-luciferase reporter, luminescence, 24 h | Potency, µM (titrated, usually from 57 µM), inactives show top-dose activity change, negative = inhibition, hits mostly inhibitors | hit rate 0.72% among 360,000; further: potency means the concentration at half of the fitted maximal effect; on the % scale 0 is the no-effect control and ±100 the full control effect; nearly all actives have a fitted effect of over 55% in size
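qHTS (up to 57 uM final) was run with 24 h compound exposure of reporter cells at 37 °C. Each well was multiplexed: SteadyGlo luminescence measured ATXN2-luciferase expression after a fluorogenic Gly-Phe-AFC viability readout (25 uM final).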
Nrf2 inh: Nrf2 qHTS screen for inhibitors. AID 504444, 2011. Potency, µM (series often up to 46 µM), for the others: at the highest dose activity change, negative = inhibition, hits mostly inhibitors. hit rate 2.1% among 360,000. A549 ARE-Fluc reporter, luciferase luminescence, 18-24 h; further: potency means the concentration at half of the fitted maximal effect; on the % scale 0 is the no-effect control and ±100 the full control effect; nearly all actives have a fitted effect of over 60% in size
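Nrf2 activity is the BugLite luminescence, read 15 min after reagent at room temperature, following CellTiter-Fluor cytotoxicity readout (30 min, 37C). Compound titrations were applied for 18-24 h to 5000 A549 ARE_Fluc cells/well in 5% FBS OPTI-MEM.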
Starred values were filed as active, the others as inactive; i = inactive; ? = inconclusive; nt = not tested or not shown; & = joins results of further samples; [ ] = remark or other dose. Unless noted, the call rests on the fitted dose curve; in most records, active means well fitted curve in the direction sought with a large enough effect; inconclusive means small, poorly fitted or top-dose-only effect, or another doubt; inactive means no such curve, though single readings can be large; an effect the other way counts as inactive or inconclusive.

SMILES	TGFb inhibitor	EPAC2 agonist	A549 tox	HepG2 viability	S2 tox	Nrf2 activator	IL2 activator	ATXN2 expr inh	Nrf2 inh
CCOc1ccc(S(=O)(=O)Nc2nc3ccc(OC)cc3s2)cc1	5%	-8%	0%	7%	i	-0.7%	-0.4	?	nt
CC(=O)N1c2c(cc(Br)cc2S(=O)(=O)Nc2c(C)n(C)n(-c3ccccc3)c2=O)CC1C (centres undefined)	62%[activator]	6%	0%	8%	i	0.2%	-0.3	-7%	-1%
Nc1nc(N)nc(COc2ccccc2)n1	5%	6%	1%	-6%	i	-0.4%	-0.9	3%	?
COC(=O)c1n[nH]c2ccccc12	17%	-1%	3%	2%	i	2.7%	-0.3	0%	nt
CCN(CC(=O)Nc1sc2c(c1C#N)CCC(C)C2)CC(=O)NC1CCS(=O)(=O)C1 (centres undefined)	-22%	-4%	-4%	-28%	i	6.4%	-1.9	28%	14%
CNS(=O)(=O)c1cn(CC(=O)N2CCN(c3ccccc3F)CC2)cc1S(=O)(=O)NC	0%	nt	4%	-15%	nt	0.4%	nt	nt	3%
COc1cc(/C=C2\SC(=Nc3ccccc3)N(Cc3ccco3)C2=O)ccc1OC(C)C(=O)O (centres undefined)	0%	-16%	?	-6%	i	2.9%	-0.6	-1%	-29%
CCCNC(=S)N1CCC(C(=O)c2ccc3c(c2)OCCO3)CC1	1%	7%	-10%	7%	?	-0.4%	-1.2	-11%	-9%
CCN(CC)c1ccc(S(=O)(=O)N2CCOCC2)cc1NC(=O)c1cc(=O)c2ccccc2o1	5%	-4%	-7%	-16%	i	1.9%	-0.3	nt	?
Cc1ccccc1C(=O)N1CCC(C(N)=O)CC1	-11%	2%	-7%	2%	?	-0.2%	0.5	-28%	3%

The final 4 records of the part above are carried over, then new ones follow.
SMILES	TGFb inhibitor	EPAC2 agonist	A549 tox	HepG2 viability	S2 tox	Nrf2 activator	IL2 activator	ATXN2 expr inh	Nrf2 inh
COc1cc(/C=C2\SC(=Nc3ccccc3)N(Cc3ccco3)C2=O)ccc1OC(C)C(=O)O (centres undefined)	0%	-16%	?	-6%	i	2.9%	-0.6	-1%	-29%
CCCNC(=S)N1CCC(C(=O)c2ccc3c(c2)OCCO3)CC1	1%	7%	-10%	7%	?	-0.4%	-1.2	-11%	-9%
CCN(CC)c1ccc(S(=O)(=O)N2CCOCC2)cc1NC(=O)c1cc(=O)c2ccccc2o1	5%	-4%	-7%	-16%	i	1.9%	-0.3	nt	?
Cc1ccccc1C(=O)N1CCC(C(N)=O)CC1	-11%	2%	-7%	2%	?	-0.2%	0.5	-28%	3%
O=C(/C=C/c1ccc(Cl)cc1)Nn1c(-c2cccs2)nc2ccccc2c1=O	7%	9%	-2%	0%	?	0.4%	0.6	nt	-14%
COc1ccc(S(=O)(=O)NCc2cccn2Cc2cc(C)ccc2C)cc1OC	-27%	nt	-8%	-24%	i	3.2%	nt	-5%	nt
COC(=O)COc1ccc(C(=O)Cn2c(NCCCO)nc3ccccc32)cc1	0%	3%	1%	27%	i	3.6%	-4.2	-15%	2%
CS(=O)(=O)c1ccc(-c2nnn(CC(=O)N3CCCCC3)n2)cc1	8%	9%	-3%	6%	i	-0.7%	-1.7	1%	3%
Cc1ccccc1CN1CCc2cc([N+](=O)[O-])ccc21	-18%	18%	-11%	13µM*	i	-0.1%	-0.9	?	-24%
CC(=O)Nc1ccc(S(=O)(=O)N[C@@H](C)C(=O)OCc2cc([N+](=O)[O-])cc3c2OCOC3)cc1	2%	2%	2%	-10%	i	0.4%	-0.4	-17%	-28%
CC(=O)/C(C#N)=C1\NC(=O)C(Cc2ccccc2)S1 (centres undefined)	24%	-3%	-14%	-16%	i	13%	4.1	9%	?
Cc1oc(-c2cccc(Cl)c2)nc1CN1CCCC(C(=O)NCCc2ccc(Cl)cc2)C1 (centres undefined)	-40%	nt	0%	-27%	i	0.2%	nt	-9%	8%
CCOc1ccc(NC(=O)C2=C(C)NC(=S)NC2c2ccc(O)c(OC)c2)cc1 (centres undefined)	-24%	0%	-3%	14%	i	-0.9%	-1.7	-18%	-10%
COc1ccc(CCNC(=O)CCCCn2c(=O)c3ccccc3n(Cc3ccc(Cl)cc3)c2=O)cc1OC	-15%	nt	-15%	-1%	?	6.8%	nt	-38%	?
O=C(NCc1ccccc1)c1cc2ccc(O)cc2oc1=O	-4%	4%	?	-13%	nt	3.0%	-0.2	27%	-9%
CCN1C[C@@H]2[C@@H]3C(=O)N(C)C(=O)[C@@H]3[C@](C)(C1=O)N2C(=O)c1ccc(Cl)c(Cl)c1	-2%	4%	0%	14%	i	0.4%	-2.7	0%	10%
CCN(Cc1cccs1)C(=O)c1cccc(S(=O)(=O)N2CCN(C)CC2)c1	4%	3%	1%	0%	i	-1.1%	-0.5	-2%	-10%
CCC(C)NC(=O)Cn1cnc([N+](=O)[O-])c1 (centres undefined)	-1%	12%	-6%	-49%	i	-0.3%	-3.1	-22%	-12%
O=c1[nH]c(-c2ccccn2)cc2ccccc12	-7%	8%	9%	-10%	i	5.5%	1.0	23%	-11%
CCC(=O)N(C)CCc1cc2c(c(OC)c1/C=N/Nc1ccc(C(=O)O)cc1)OCO2	-11%	4%	-5%	-2%	i	1.9%	3.2	37%	4%
CC(C)Oc1ccccc1/C=N/NC(=O)C1CC1	-3%	4%	4%	-130%	i	0.1%	5.1	15%	20%
O=C(CCNC(=O)c1ccc([N+](=O)[O-])cc1)NNC(=O)c1ccccc1F	9%	10%	0%	-2%	i	-0.9%	0.7	-1%	-7%
CCCNC(=O)c1c(NC(=O)c2ccccc2F)sc2c1CCCCC2	2%	nt	9%	0%	i	-0.9%	nt	5%	10%
C=CCn1c(=O)c2c(nc3n2CCN3c2cccc(Cl)c2C)n(C)c1=O	-10%	-6%	1%	-9%	i	-0.3%	0.6	0%	-13%
CCOC(=O)C1=CCN(S(=O)(=O)c2ccccc2)C1c1ccc(Cl)cc1 (centres undefined)	-22%	11%	nt	-4%	?	9.9%	0.2	-24%	nt
Cc1ccc(C(C)C)c(OCCNC(=O)c2cncc(Br)c2)c1	?	8%	?	-41%	i	-0.5%	-0.1	-22%	?
O=C(NCc1ccccc1F)C(=O)NCC1CCCN1S(=O)(=O)c1cccs1 (centres undefined)	-29%	-5%	8%	-4%	i	-0.3%	-0.4	0%	-18%
Cc1cc(C)c(S(=O)(=O)NCc2csc(C)n2)c(C)c1	6%	18%	0%	12%	i	-0.4%	0.4	10%	7%
CC(C)CCNc1nc(N)c([N+](=O)[O-])c(NC2CCCCC2)n1	-4%	-1%	4%	-4%	i	0.1%	0.1	nt	-9%
O=c1[nH]cnc2c1ncn2[C@H]1C[C@H](O)[C@@H](CO)O1	0%	nt	2%	-2%	nt	nt	nt	nt	26%
Cc1nnc(SC(C)C(=O)Nc2ncc(Cl)cc2Cl)n1Cc1ccccc1 (centres undefined)	-10%	7%	7%	-4%	i	0.3%	1.0	8%	-1%
COc1cc(C)c(CN2CCC(n3nccc3NC(=O)C3CC3)CC2)cc1C	1%	10%	-1%	-3%	i	-0.5%	-1.8	-7%	8%
CC(=O)NS(=O)(=O)c1ccc(NC(=O)[C@@H]2CCCN2S(=O)(=O)c2ccc(Cl)cc2)cc1	16%	6%	2%	10%	i	-1.1%	-0.6	5%	7%
CCN(CC)CCNC(=O)c1ccc(NC(=O)c2ccc(C(=O)c3ccccc3)cc2)cc1	?	1%	-5%	-40%	i	11%	2.7	?	5%
Cc1nc2c(C)cccn2c1C(=O)N/N=C/c1ccccc1[N+](=O)[O-]	-2%	-3%	7%	-23%	i	10%	1.6	0%	20%
CCN1CCN(c2nn3c(=O)c4ccccc4nc3c3ccccc23)CC1	16%	2%	-5%	5%	i	4.9%	0.4	-23%	nt
COc1ccc(CCNC(=O)CS(=O)Cc2nc(-c3ccccc3F)oc2C)cc1OC (centres undefined)	4%&-17%	-6%	-6%&-4%	4%&-13%	i	0.0%&1.1%	-3.5	7%	10%&4%
COc1ccc(OCCNC(=O)C2(C)CCN2Cc2ccc(SC)cc2)cc1 (centres undefined)	?	-5%	nt	-19%	i	0.5%	-1.0	?	nt
O=C(CNc1ccccc1)N/N=C/c1ccc([N+](=O)[O-])o1	?	3%	?	11µM*	i	4.3%	0.5	?	18µM*
Cc1ccc(C)c(NC(=O)c2cc(S(=O)(=O)N3CCCCC3)ccc2N2CCOCC2)c1	-7%	14%	1%	2%	i	-0.7%	-0.4	-15%	10%
Cc1ccccc1CS(=O)(=O)Cc1ccc(C(=O)NCCCN2CCOCC2)o1	13%	-6%	1%	29%	i	-0.2%	-2.2	0%	1%
Fc1cccc(NCCc2c[nH]c3ccccc23)n1	-29%	11%	10%	-36%	?	5.1%	-2.9	nt	?
COC(=O)Cn1c(=NC(=O)c2ccc(Cl)s2)sc2cc(C)ccc21	15%	-6%	2%	0%	i	3.5%	0.1	30%	29%
C=CC1=C2C=C(C3CC3)N(CCCN(CC)CC)C=C2C(=O)C(C)(OC(=O)c2ccco2)C1=O (centres undefined)	-1%	4%	-5%	1%	i	0.1%	0.1	-5%	6%
NC(=NC1CCCCC1)c1ccc(Cl)cc1	7%	-1%	-1%	0%	i	-0.6%	-0.3	-12%	15%
CC[C@]12c3[nH]c4ccc(OC)cc4c3CCN1C(=O)C(CC(=O)NCCc1ccccn1)C[C@@H]2C(=O)N1CCN(C(=O)c2ccco2)CC1 (some centres undefined)	-6%	-8%	1%	4%	i	0.4%	-0.5	10%	23%
